From PubChem BioAssay
OX1R FRET antag – blocks the human orexin 1 receptor; O43613; OX1R-expressing cells, FRET antagonist read-out; inhibition, % at 6.6 µM; 1.8% of 330,000 active; in the data active means inhibition mostly above about 38%, no sharp cut-off; inactive means mostly below about 40%;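 further: 0% = agonist challenge alone and 100% = reference antagonist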
Target sequence (O43613 whole entry, looked up): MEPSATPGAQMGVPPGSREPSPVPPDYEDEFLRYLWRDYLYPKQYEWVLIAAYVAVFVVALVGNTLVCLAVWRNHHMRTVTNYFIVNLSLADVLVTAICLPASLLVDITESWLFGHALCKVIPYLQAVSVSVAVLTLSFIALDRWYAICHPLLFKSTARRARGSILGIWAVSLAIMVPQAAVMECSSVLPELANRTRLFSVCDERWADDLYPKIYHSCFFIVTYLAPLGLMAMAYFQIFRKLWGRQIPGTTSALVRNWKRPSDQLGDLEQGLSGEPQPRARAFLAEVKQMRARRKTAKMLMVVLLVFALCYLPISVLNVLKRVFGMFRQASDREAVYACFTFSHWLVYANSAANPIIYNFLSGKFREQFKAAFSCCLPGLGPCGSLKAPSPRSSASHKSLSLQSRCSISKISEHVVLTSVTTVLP
STK33 inh – blocks human STK33 kinase activity. 0.073% of 320,000 active. inhibition, % at 10 µM. purified STK33, MBP phosphorylation, ADP-Glo luminescence. AID 2661;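 active means inhibition at or above 25%, using the most active replicate where run in duplicate; inactive means inhibition below 25%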
Target sequence (Q9BYT3 whole entry, looked up): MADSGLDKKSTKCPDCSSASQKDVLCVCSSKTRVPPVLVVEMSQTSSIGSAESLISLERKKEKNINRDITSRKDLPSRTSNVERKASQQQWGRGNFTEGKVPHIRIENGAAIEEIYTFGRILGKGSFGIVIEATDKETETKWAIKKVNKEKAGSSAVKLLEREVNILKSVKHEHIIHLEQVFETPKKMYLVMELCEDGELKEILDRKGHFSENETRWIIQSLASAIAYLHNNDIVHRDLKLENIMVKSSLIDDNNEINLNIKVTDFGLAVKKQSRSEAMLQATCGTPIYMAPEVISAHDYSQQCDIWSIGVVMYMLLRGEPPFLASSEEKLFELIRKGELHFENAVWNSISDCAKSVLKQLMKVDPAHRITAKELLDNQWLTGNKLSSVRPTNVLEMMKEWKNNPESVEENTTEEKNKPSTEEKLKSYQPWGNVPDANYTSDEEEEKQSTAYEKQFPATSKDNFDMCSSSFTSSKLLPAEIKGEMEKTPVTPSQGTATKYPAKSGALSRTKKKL
Starred values were filed as active, the others as inactive; x = no result given.

SMILES	OX1R FRET antag	STK33 inh
Cc1ccc(-c2nnc(NC(=O)Cc3ccc(F)cc3)o2)c(C)c1	7	2.0
CCCc1cc(C(=O)Nc2ccccc2C(=O)OC)no1	15	0.0
COc1cc(Cl)c(C)cc1NC(=O)c1ccc(S(C)(=O)=O)cc1	11	1.1
Cc1ccc(NC(=O)CN(C)S(=O)(=O)c2cccc3nsnc23)cc1C	64	-0.1
Cc1ccc(-c2cc(=O)[nH][nH]2)c(C)c1	2	-0.5
CC(C)C(NS(=O)(=O)c1ccc(Br)s1)C(=O)O (stereo not drawn)	11	x
COC(=O)c1cc2cc(OC)ccc2n1C	2	-0.3
O=C1CCC(C(=O)OCc2nnc(-c3ccc(Br)cc3)o2)=NN1	2	x
Cc1ccc(S(=O)(=O)Nc2ccc3cn[nH]c3c2)cc1C	6	1.2
CCC(C)[C@H](NC(=O)N1CCC(C)CC1)C(=O)OC (stereo partly drawn)	5	0.0
CCN(CC)C(=O)CSc1ncnc2sc(-c3ccccc3)cc12	28	9.2
Cc1cccc(NC(=O)CNC(=O)COc2cc(F)ccc2[N+](=O)[O-])c1C	16	0.0
O=C(/C=C/c1ccccc1)Oc1ccc(C(=S)N2CCOCC2)cc1	2	-0.5
CCCCC(=O)Nc1nc2ccc3nc(C)sc3c2s1	52*	1.2
O=C(Nc1nnc(-c2ccc3c(c2)OCCO3)o1)c1ccc(Cc2ccccc2)cc1	10	x
c1ccc(C(Cc2nc(-c3ccccn3)no2)c2ccccc2)cc1	33	-2.3
O=C(c1cc2cc(Cl)ccc2o1)N1CCCC1	14	0.3
Oc1c(/C=N/c2ccccn2)sc2ccccc12	9	1.1
O=C(Nc1ccc(F)cc1)C1CCN(C(=O)c2ccc(F)cc2)CC1	0	-1.5
CN(CCC(=O)c1ccccc1)CCC(=O)c1ccccc1	x	-1.0
CCC1=Nc2cc(C(=O)O)ccc2Sc2ccc(Cl)cc21	19	-0.3
CCN(CC)C(=O)Cn1cnc2sc(C)c(S(=O)(=O)N3CCC(C)CC3)c2c1=O	9	-0.1
COc1ccc(OC)c(S(=O)(=O)N2CCC3(CC2)OCCN3S(=O)(=O)c2cccs2)c1	13	-1.8
O=C(O)c1ccc(Cn2cnc3scc(-c4ccccc4)c3c2=O)cc1	20	x
CCNc1nc(N)nc(Oc2ccc(OCCOc3ccc(Cl)cc3Cl)nn2)n1	5	0.2
(further entries)
SMILES	OX1R FRET antag	STK33 inh
C/C(=N\O)c1oc2ccc3c(C)cc(=O)oc3c2c1C	7	3.8
COc1cc(/C=N/NC(=O)c2cccnc2)ccc1OS(=O)(=O)c1cc(C)ccc1C	26	-0.9
Cc1cccc(CS(=O)(=O)Cc2ccc(C(=O)NCCCN3CCCC3)o2)c1	5	-1.2
Cc1ccc(-n2nnnc2-c2cnc(N3CCCC3)nc2C(F)(F)F)cc1	7	-1.6
CC1(OC(=O)c2cccs2)C(=O)C=C2C=C3CCCN3C=C2C1=O (stereo not drawn)	37	1.2
O=S(=O)(NCc1cc(-c2ccccc2Cl)no1)c1ccc(Cl)cc1	14	-1.2
COc1ccc2c(C=O)cn(C)c2c1	7	1.3
Cn1c2ccccc2c2cc(/C=N/NC(=O)c3ccccc3F)ccc21	102*	3.3
O=C(Nn1cnc2ccccc2c1=O)C1CCCCC1	3	0.6
CCNC(=O)c1ccc(C2SCC(=O)N2CCc2ccccc2)cc1 (stereo not drawn)	12	-0.2
NS(=O)(=O)c1ccc(NC(=O)CCC(=O)c2cccs2)cc1	-5	1.4
COc1ccc(-c2noc(CN(C)S(=O)(=O)c3ccc(Cl)cc3)n2)cc1OC	6	-1.3
CCN1CCSc2ccc(C(=O)Nc3ccc(NC(C)=O)cc3)cc21	14	-0.3
CCn1c2ccccc2c2cc(NC(=O)c3cc(C)on3)ccc21	88*	0.0
CC(=O)Nc1nnc(SCC(=O)NC(C)(C)C)s1	-2	-0.5
CC(=O)Nc1ccc(NC(=O)CSc2nnc(CNc3ccc(F)cc3)n2CC2CCCO2)cc1 (stereo not drawn)	11	-1.1
COc1ccc(/C=N/N=C2/NC(=O)CC(C(=O)O)S2)cc1 (stereo not drawn)	14	-1.9
CC(=O)N1N=C(c2ccco2)CC1c1cc2cc(C)ccc2nc1Cl (stereo not drawn)	7	-0.8
CCOC(=O)CCCNC(=O)COC(=O)c1cc2ccccc2cc1O	26	0.2
C[C@H]1COC(=O)[C@H](CC(=O)OC(C)(C)C)C/C=C\C[C@@H](CC(=O)NCCO)C(=O)N1	2	-0.7
CCn1cc(/C=C(\NC(=O)c2cc(OC)c(OC)c(OC)c2)C(=O)NCCCN2CCOCC2)c2ccccc21	-5	-0.9
CCN1C(=O)N(CN2CCOCC2)C2C1N(CN1CCOCC1)C(=O)N2CC (stereo not drawn)	12	-0.8
COc1ccccc1/C=C/CN1CCC(Oc2cc(C(=O)NC3CC3)ccc2OC)CC1	9	-0.7
CC(=O)n1cc(N(C(=O)CCl)c2ccc(C)cc2)c2ccccc21	5	-3.3
O=C(NCC(c1cccs1)N1CCOCC1)c1ccc(Cl)s1 (stereo not drawn)	11	0.7

6 records picked at random from those above, as already listed:
SMILES	OX1R FRET antag	STK33 inh
O=C(NCC(c1cccs1)N1CCOCC1)c1ccc(Cl)s1 (stereo not drawn)	11	0.7
COc1cc(/C=N/NC(=O)c2cccnc2)ccc1OS(=O)(=O)c1cc(C)ccc1C	26	-0.9
NS(=O)(=O)c1ccc(NC(=O)CCC(=O)c2cccs2)cc1	-5	1.4
CCN1CCSc2ccc(C(=O)Nc3ccc(NC(C)=O)cc3)cc21	14	-0.3
Cc1ccc(-n2nnnc2-c2cnc(N3CCCC3)nc2C(F)(F)F)cc1	7	-1.6
Cn1c2ccccc2c2cc(/C=N/NC(=O)c3ccccc3F)ccc21	102*	3.3

Next part
SMILES	OX1R FRET antag	STK33 inh
CN(C)c1nc(N(C)C)nc(N(C#N)CCOc2ccccc2)n1	7	-1.5
O=C(O)c1ccc(/C=N/NC(=S)NC2CCCCC2)cc1	23	0.5
CSCCC1NC2(C(=O)Nc3ccc(Cl)cc32)[C@@H]2C(=O)N(C3CCCC3)C(=O)[C@H]12 (stereo partly drawn)	17	-0.1
CCN(C(=O)c1ccc(S(=O)(=O)N2CCC(C)CC2)cc1)C1CCS(=O)(=O)C1 (stereo not drawn)	25	1.1
Nn1c(SCC(=O)NC(=O)NC2CCCC2)nnc1-c1ccccc1F	22	0.2
Cc1ccc(N2CCN(S(=O)(=O)c3ccc(C)cc3)CC2)cc1	13	0.0
Cc1ccc(CSc2nncn2-c2ccccn2)cc1	4	0.2
CC(=O)NC1=C(N(C)C2CCS(=O)(=O)C2)C(=O)c2ccccc2C1=O (stereo not drawn)	70*	-2.0
O=C(O)c1cccc(-n2cccc2/C=C2\NC(=O)N(Cc3ccc(F)cc3)C2=O)c1	8	-1.9
NCCCC[C@H](NC(=O)C1CCNCC1)c1nnc(CN)o1	28	0.2
Cc1ccccc1C(=O)NNC(=O)Cc1ccccc1	4	-2.1
O=S(=O)(Nc1ccccc1Br)c1cccs1	19	-0.4
COc1cc(OC)c(NC(=O)CCNC(=O)Cn2cnc3ccccc3c2=O)cc1Cl	16	-1.3
COc1ccc(NS(=O)(=O)c2cc(NC(=O)C3CCCCC3)ccc2N2CCOCC2)cc1	15	-1.2
O=C(NCc1ccc2c(c1)OCO2)c1cccc([N+](=O)[O-])c1	20	0.2
CCN(Cc1ccccc1)C(=O)CCS(=O)(=O)c1ccc2c(c1)NC(=O)CO2	0	0.6
CCOc1ccc(CCNC(=O)c2nnn(CC(=O)Nc3ccccc3C)c2N)cc1OCC	4	-0.2
O=[N+]([O-])c1ccc(N/N=C/c2ccc[nH]2)cc1	14	0.7
O=C(CCNC(=O)c1ccccc1)Nc1nc2ccccc2s1	7	2.4
CC1=CC2=NC(=O)/C(=C\c3cn(C)c4ccccc34)C(=N)N2O1	19	0.1
Cc1ccc(S(=O)(=O)N(C)CC(=O)NNC(=O)CCS(=O)(=O)c2ccccc2)cc1	2	0.3
Cc1ccc(SCC(=O)OCC(=O)NC(C)c2ccc(F)cc2)cc1 (stereo not drawn)	7	-1.2
COc1ccc(C(=O)Nc2ccc(N3CCCC3)cc2)cc1	30	-1.5
Cc1ccc(NC(=O)c2nc[nH]c2C(=O)NC2CCN(C(=O)OC(C)(C)C)CC2)cc1	2	-0.9
O=C(CNCC1CCCO1)Nc1ccc([N+](=O)[O-])cc1C(=O)Nc1ccccc1F (stereo not drawn)	43	-1.3
(listing goes on)
SMILES	OX1R FRET antag	STK33 inh
CCC(NC(=O)CC[C@H]1O[C@@H](n2cc(C)c(=O)[nH]c2=O)C[C@@H]1O)c1ccccc1 (stereo partly drawn)	1	x
O=C(Nc1ccc(Br)cc1)c1cc(-c2ccc3c(c2)OCO3)on1	18	-0.4
N#CCCN1CCN(C2=NC(=O)/C(=C\c3cccs3)S2)CC1	42*	1.2
CC(C(=O)Nc1ccc(C(N)=O)cc1)N1C(=O)c2ccccc2S1(=O)=O (stereo not drawn)	19	-0.3
Cc1onc(-c2ccccc2)c1C(=O)N1CCN(c2ncccn2)CC1	21	-0.3
CCN(CC)S(=O)(=O)c1ccc(Cl)c(C(=O)Nc2nncs2)c1	22	0.5
CCOc1ccc(CCNC(=O)C2CC(=O)N(C3CCCC3)C2)cc1OCC (stereo not drawn)	14	-2.7
OC1CCN(Cc2cn(Cc3ccccc3)nc2-c2cc3ccccc3o2)CC1	15	1.1
O=C(O)c1ccn(COc2ccc(Br)cc2)n1	11	-0.4
Cc1cc(C)n(-c2ccc(NC(=O)C3CCCCN3C(=O)c3cccs3)cc2)n1 (stereo not drawn)	41	1.1
Nc1ncnc2c1ncn2C1CCCO1 (stereo not drawn)	9	-0.6
CC(Sc1ncnc2c1cnn2-c1ccccc1)C(=O)Nc1ccc(N2CCOCC2)cc1 (stereo not drawn)	-3	-1.2
CC(C)N(C(=O)CSc1nnc(Cc2ccc3c(c2)OCO3)n1C)C(C)C	4	0.2
Cc1nc(OCc2ccccc2)c2ccccc2n1	37	-1.4
CSc1cccc(NC(=O)c2cc(S(=O)(=O)N3CCCC3)cn2C)c1	12	0.2
CCS(=O)(=O)N1CCN(C(=O)C(c2ccccc2)c2ccccc2)CC1	1	-0.7
COc1cc(CCC(=O)OCc2ccccc2C#N)cc(OC)c1OC	1	-1.8
COc1ccc(-c2cc(C(=O)NC3CCCC3)c3ccccc3n2)cc1	26	-0.2
CC(C)NC(=O)C(=O)NCc1ccccn1	3	-1.8
Cc1ccc(C)c(N2C(=O)CS/C2=N\NC(=O)c2ccccc2Cl)c1	11	-0.6
O=C(NCc1ccc2c(c1)OCO2)c1cc(-c2ccncc2)nc2ccccc12	21	-0.5
O=C(Cn1c(=O)n2ncnc2c2c3c(sc21)CCCC3)c1ccccc1	10	-2.3
COc1ccc(NC2CCCN(C(=O)CN3C(=O)c4ccccc4C3=O)C2)cc1OC (stereo not drawn)	17	-1.6
COc1ccccc1-c1nc(SCC(=O)Nc2ccccc2F)n[nH]1	23	-1.6
COc1cc(CNS(=O)(=O)c2ccc3c(c2)CC(C)N3C(C)=O)cc(OC)c1OC (stereo not drawn)	22	-0.6

Full records, looked up by structure:
N#CCCN1CCN(C2=NC(=O)/C(=C\c3cccs3)S2)CC1 as listed: OX1R FRET antag = 42*; STK33 inh = 1.2
Cc1onc(-c2ccccc2)c1C(=O)N1CCN(c2ncccn2)CC1 as listed: OX1R FRET antag = 21; STK33 inh = -0.3

An excerpt of these results, with bars between the fields:
mol | OX1R FRET antag | STK33 inh
COc1ccc(NC2CCCN(C(=O)CN3C(=O)c4ccccc4C3=O)C2)cc1OC (stereo not drawn) | 17 | -1.6
CCN(CC)S(=O)(=O)c1ccc(Cl)c(C(=O)Nc2nncs2)c1 | 22 | 0.5
CCN(CC)C(=O)CSc1ncnc2sc(-c3ccccc3)cc12 | 28 | 9.2
COc1cc(OC)c(NC(=O)CCNC(=O)Cn2cnc3ccccc3c2=O)cc1Cl | 16 | -1.3
CC(=O)N1N=C(c2ccco2)CC1c1cc2cc(C)ccc2nc1Cl (stereo not drawn) | 7 | -0.8
CCn1c2ccccc2c2cc(NC(=O)c3cc(C)on3)ccc21 | 88* | 0.0
Cc1ccc(NC(=O)c2nc[nH]c2C(=O)NC2CCN(C(=O)OC(C)(C)C)CC2)cc1 | 2 | -0.9

Other entries
SMILES	OX1R FRET antag	STK33 inh
COC(=O)C1=C(COc2ccccc2)NC(=O)NC1c1ccc(Cl)cc1 (stereo not drawn)	34	0.0
Cc1cnc(C(=O)OC(C)C(=O)Nc2ccc3c(c2)OCCO3)cn1 (stereo not drawn)	18	-0.4
Cc1ccc(F)c(NC(=O)/C(C#N)=C(\O)c2ccc(C(C)(C)C)cc2)c1	24	0.3
COc1ccc(CN2CCCC(CNC(=O)c3ccc(F)cc3)C2)c(C)c1C (stereo not drawn)	11	0.3
COc1ccc(C(C)C)cc1S(=O)(=O)N1CCC(C(=O)NCC2CCCO2)CC1 (stereo not drawn)	11	-3.4
CCN1C(=O)CSc2ccc(C(=O)OC)cc21	19	14
CC1(C)C2CCC1(CS(=O)(=O)NCc1ccc(Cl)cc1Cl)C(=O)C2 (stereo not drawn)	5	-0.5
CCCN(CC1CC1)C(=O)COC(=O)c1oc2ccc(OCC)cc2c1C	13	-1.0
Cc1ccc(C(O)(c2ccccc2)c2ccccc2C(C)N(C)C)c(C)c1 (stereo not drawn)	2	-0.3
Cn1c(=O)c2c(ncn2CC(=O)N(Cc2ccccc2)c2ccccn2)n(C)c1=O	5	-0.1
CCOC(=O)C(C#N)C(c1cccnc1)c1c(C)[nH][nH]c1=O (stereo not drawn)	0	-0.3
O=C(Nc1cc([N+](=O)[O-])ccc1O)c1cccc([N+](=O)[O-])c1	39	2.0
COc1ccc(N(CC(=O)NCCc2ccccc2)C(=O)CCC(=O)Nc2nccs2)c(OC)c1	2	-0.1
CCn1cc(C(=O)NCCCN2CC(C)CC(C)C2)c(=O)c2cc(S(=O)(=O)N(C)C3CCCCC3)ccc21 (stereo not drawn)	7	-0.4
